Source: PubChem BioAssay (Vanderbilt High Throughput Screening Facility)
rmGlu8 calcium flux – rat mGlu8 modulation via Gqi9 calcium signal, confirmation, counter-screen for GIRK activator project, cell-based, HEK293 rmGlu8, Gqi9 chimera; Metabotropic glutamate receptor 8 (Rattus norvegicus); HEK293 rmGlu8/Gqi9 calcium flux, Fluo-4 fluorescence; glutamate at EC20 added after compound; calls only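 (single compound addition from 20 µM solution with 0.2% DMSO)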; 4% of 2,100 active;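 active = calcium fluorescence trace judged by eye to show a response, as agonist, enhancer of the glutamate response, or inhibitor; inactive = trace judged by eye to show no response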
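Material: rat mGlu8 HEK-293 cells with transient Gqi9. Medium: HEPES-buffered HBSS, pH 7.4. Compound: one dose, 20 µM addition solution, 0.2% DMSO. Schedule: compound 4 min before glutamate, then 2 min recording. Technique: Fluo-4 calcium fluorescence sampled at 1 Hz.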
Calls only; i = inactive. These rows are one share of the data. The share of hits here may be higher or lower than overall.

SMILES | rmGlu8 calcium flux
Cc1ccc(-c2nc(N(C)C3CCN(C)CC3)c3ccccc3n2)cc1 | i
